Compound activity deposited in PubChem BioAssay by National Center for Advancing Translational Sciences (NCATS).
Rab9 promoter act: activates the Rab9 promoter; Huh7 Rab9 promoter-luciferase reporter, luminescence, 24 h; Potency, µM (top dose mostly 9.22 µM), for the others: at the top dose activation, negative = inhibition, actives largely listed as activators; 320,000 tested, 2.8% active; AID 485297; also: potency is read from the fitted curve at half-maximal effect; % of control where 0% means no effect; nearly all actives have a fitted effect of over 60% in size
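Huh7 cells stably carrying Rab9 promoter–luciferase reporter, plated 1500 cells/well, compound added after 2 h and incubated 24 h at 37 °C; luciferase luminescence then read after 10 min with detection reagent.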
MBNL1-CUG inh: MBNL1-poly(CUG) RNA binding inhibition; Potency, µM (series often up to 57.5 µM), without a hit: at the top dose activity change, negative = inhibition, hits mostly inhibitors; TR-FRET MBNL1-His/biotin-(CUG)12 binding, 665/545 ratio; 280,000 tested, 0.036% active; active = well fitted inhibition curve with a large enough effect in the signal ratio, with a control signal flat, not every such curve was filed as active; inconclusive = small, poorly fitted or top-dose-only effect, or effect the other way, or a change in a side signal; inactive = no such curve, though single readings can be large or run the other way; the % refers to the signal ratio; also: potency is read from the fitted curve at half-maximal effect; % is scaled to controls: 0 for no effect and ±100 for the full control effect
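His-tagged MBNL1 binding to biotinylated (CUG)12 RNA was measured by TR-FRET using terbium anti-His antibody (0.055 ng/ul final) and streptavidin-XL665 (5 nM final). Compounds were titrated 92 nM to 58 uM; 60 min at room temperature.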
KCNH2 3.1 inh: inhibitors of human KCNH2 3.1 potassium channel isoform | U2OS KCNH2 3.1, thallium flux FluxOr; stronger effect = lower value | activity change, % (tested at about 1.8 µM) | 340,000 tested, 0.95% active | AID 720553;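 active = maximum activity change below -70%; inconclusive = maximum activity change from -70% to -50%; inactive = maximum activity change above -50%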;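 also: thallium influx rate constant from kinetic fluorescence after stimulation buffer; % is scaled to controls: 0 for no effect and ±100 for the full control effect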
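Thallium flux via FluxOr fluorescence (Red40 quencher, 45 min loading) in U2OS cells virally expressing the KCNH2 3.1 isoform (1.77 x 10^8 /mL virus, overnight at 37 C). Rate constants from 2-min kinetic reads post-stimulation, normalised to positive and negative controls.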
Gal4-VP16 FLuc: inhibits Gal4-VP16 luciferase reporter, ROR gamma counter-screen; Drosophila S2 Gal4-VP16 UAS-luciferase, luminescence, 20 h; AID 2546; Potency, µM (series often up to 53.6 µM), for inactives: at the highest dose activity, negative = inhibition, usual class: inhibitors; 310,000 tested, 3.5% active;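 also: Gal4-VP16 expression switched on by copper sulfate through the metallothionein promoter; potency is read from the fitted curve at half-maximal effect; % is scaled to controls: 0 for no effect and ±100 for the full control effect; nearly all actives have a fitted effect of over 50% in size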
RORg inh: ROR gamma (mouse) transcription inhibition; Drosophila S2 Gal4-RORgamma UAS-luciferase reporter, 20 h; Potency, µM (highest dose often 53.6 µM), inactives show top-dose activity change, negative = inhibition, actives largely listed as inhibitors; 310,000 tested, 5.4% active; AID 2551; also: potency is read from the fitted curve at half-maximal effect; % is scaled to controls: 0 for no effect and ±100 for the full control effect; nearly all actives have a fitted effect of over 60% in size
Target sequence (P51450 whole entry, looked up, the tested form may be a part): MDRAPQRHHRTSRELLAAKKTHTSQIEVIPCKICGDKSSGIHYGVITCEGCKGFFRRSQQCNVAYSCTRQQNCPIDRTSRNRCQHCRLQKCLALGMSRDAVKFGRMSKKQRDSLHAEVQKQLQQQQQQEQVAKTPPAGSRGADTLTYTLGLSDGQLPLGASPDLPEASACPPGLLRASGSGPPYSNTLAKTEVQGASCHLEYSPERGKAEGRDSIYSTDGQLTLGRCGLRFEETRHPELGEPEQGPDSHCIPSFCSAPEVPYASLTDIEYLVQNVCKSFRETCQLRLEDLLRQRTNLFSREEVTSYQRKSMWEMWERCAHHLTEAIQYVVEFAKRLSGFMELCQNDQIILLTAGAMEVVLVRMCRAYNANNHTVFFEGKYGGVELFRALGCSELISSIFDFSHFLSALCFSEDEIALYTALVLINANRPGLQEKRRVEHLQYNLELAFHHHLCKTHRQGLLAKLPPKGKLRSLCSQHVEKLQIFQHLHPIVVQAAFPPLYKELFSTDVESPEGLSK
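Drosophila S2 cells stably expressing Gal4-DBD/mouse RORγ fusion under metallothionein promoter plus UAS-luciferase; compound 1 h, then 700 uM CuSO4 induction for 20 h at ambient temperature; inhibition read as reduced luminescence.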
FLuc counter: inhibits or activates purified firefly luciferase, miR-21 counter-screen; P08659; purified FLuc, Km substrates, luminescence inhibition; Potency, µM (series often up to 57.5 µM), inactives show at the highest dose activity change, negative = inhibition, usual class: inhibitors; 360,000 tested, 6.9% active;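 also: potency is read from the fitted curve at half-maximal effect; plate controls were vehicle for no effect and reference inhibitor for full effect; nearly all actives have a fitted effect of over 55% in size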
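Biochemical qHTS of compounds, final roughly 60 µM downward over six points, against 10 nM purified firefly luciferase using Km concentrations of substrates (10 uM D-luciferin, 10 uM ATP) in Tris acetate pH 7.5 buffer; luminescence output.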
ELG1 repair inh: ELG1-dependent DNA repair inhibition; HEK293T ELG1-luciferase reporter, luminescence, 16 h; DNA damage induced by 5-fluorouridine; Potency, µM (top dose mostly 46.1 µM), for inactives: at the top dose activity change, negative = inhibition, most hits filed as inhibitors; 330,000 tested, 2.3% active; also: potency is read from the fitted curve at half-maximal effect; % is scaled to controls: 0 for no effect and ±100 for the full control effect; nearly all actives have a fitted effect of over 55% in size
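Step one: seed 2,000 cells per well. Step two: pin-transfer compound or DMSO alongside 5-fluorouridine. Step three: incubate 16 hr, 37 °C, 5% CO2. Step four: add ONE-Glo, wait 30 min, read luminescence.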
Menin-MLL TR inh: displaces Texas Red mutant MLL peptide from human menin; Potency, µM (series often up to 61.6 µM), without a hit: at the highest dose FP activity change, negative = inhibition, actives largely listed as inhibitors; 270,000 tested, 0.23% active; Menin + Texas Red MLL mutant peptide, fluorescence polarization; active = well fitted inhibition curve with a large enough effect in the polarisation, with a control signal flat, not every such curve was filed as active; inconclusive = small, poorly fitted or top-dose-only effect, or effect the other way, or a change in a side signal; inactive = no such curve, though single readings can be large or run the other way; the % refers to the polarisation; also: potency is read from the fitted curve at half-maximal effect; % of control where 0% means no effect; many of its hits are not listed in these tables
NPC1 prom act: activators of NPC1 promoter. Huh7 NPC1 promoter luciferase reporter, 24 h. Potency, µM (top dose mostly 9.22 µM), without a hit: at the highest dose activation, hits mostly activators. 320,000 tested, 2.4% active. AID 485313;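 also: potency is read from the fitted curve at half-maximal effect; % of control where 0% means no effect; nearly all actives have a fitted effect of over 60% in size; reporter is driven by a mutant NPC1 promoter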
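Luminescence from an NPC1 promoter-driven luciferase reporter in stably transfected Huh7 cells was measured after 24 h compound treatment at 37 °C, followed by 10 min ambient incubation with luciferase detection reagent.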
PKM2 act: PKM2 (human) enzyme activation. Potency, µM (titrated, usually from 57.5 µM), for inactives: at the highest dose activation, hits mostly activators. 260,000 tested, 0.34% active. AID 1631. P14618. purified PKM2, Kinase-Glo ATP luminescence, activation; response scale: 0% is enzyme alone, no compound; also: potency is read from the fitted curve at half-maximal effect; % is scaled to controls: 0 for no effect and ±100 for the full control effect; nearly all actives have a fitted effect of over 55% in size
Target sequence (P14618 whole entry, looked up): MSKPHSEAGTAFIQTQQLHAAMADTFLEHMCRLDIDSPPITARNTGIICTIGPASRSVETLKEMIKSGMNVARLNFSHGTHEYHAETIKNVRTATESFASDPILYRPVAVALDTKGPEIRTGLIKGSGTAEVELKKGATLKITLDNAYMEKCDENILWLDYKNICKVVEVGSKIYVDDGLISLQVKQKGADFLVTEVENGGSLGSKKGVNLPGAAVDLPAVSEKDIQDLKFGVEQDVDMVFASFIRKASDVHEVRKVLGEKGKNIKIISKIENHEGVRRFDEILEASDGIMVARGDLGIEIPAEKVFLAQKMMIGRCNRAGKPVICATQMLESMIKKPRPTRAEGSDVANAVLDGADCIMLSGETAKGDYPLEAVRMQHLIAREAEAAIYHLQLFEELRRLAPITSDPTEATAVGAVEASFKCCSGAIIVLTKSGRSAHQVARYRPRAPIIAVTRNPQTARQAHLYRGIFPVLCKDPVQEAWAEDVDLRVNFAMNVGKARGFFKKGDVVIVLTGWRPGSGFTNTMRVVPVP
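ATP formation by purified human PK-M2, quantified via coupled luciferase luminescence after 1 h at room temperature with 0.1 mM ADP and 0.5 mM PEP final.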
Mito fusion act: mitochondrial division inhibition or fusion activation | Potency, µM (doses to about 46.1 µM), for inactives: top-dose growth rescue (activation), actives largely listed as activators | AID 485298 | 320,000 tested, 0.23% active | S. cerevisiae fusion-defective mutant growth rescue, CellTiterGlo 48 h;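 also: potency is read from the fitted curve at half-maximal effect; % of control where 0% means no effect; nearly all actives have a fitted effect of over 45% in size; temperature-sensitive fusion mutants such as fzo1-1 at 37 °C on non-fermentable ethanol glycerol medium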
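Luminescent cell viability in 1536-well qHTS format served as the measure of rescued growth in ts fusion-mutant S. cerevisiae cultured on non-fermentable YPEG for 48 hours at 37C.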
Numbers without * were called inactive; ? = inconclusive; . = no result given; & = joins results of further samples; [ ] = another dose, or the depositor's remark. Unless noted, calls follow the shape of the dose curve; as a rule, active = well fitted curve in the direction sought with a large enough effect; inconclusive = small, poorly fitted or top-dose-only effect, or another doubt; inactive = no such curve, though single readings can be large; an effect the other way counts as inactive or inconclusive. Only part of the results is shown; the hit share may differ from the screen's.

SMILES | Rab9 promoter act | MBNL1-CUG inh | KCNH2 3.1 inh | Gal4-VP16 FLuc | RORg inh | FLuc counter | ELG1 repair inh | Menin-MLL TR inh | NPC1 prom act | PKM2 act | Mito fusion act
CCc1nn2cc(C(=O)c3cc(Cl)ccc3O)cnc2c1-c1ccc(F)cc1 | -5% | -10% | 0 | ? | -92% | 2% | ? | -3% | -1% | -4% | -11%
CN(C)CCCNC(=O)c1ccc(Cl)c(S(=O)(=O)N(C)c2ccccc2)c1 | -2% | -5% | 6 | 3% | ? | 1% | ? | ? | 7% | -22% | -3%
COCCN1C(=O)N[C@@H](c2ccc(Br)cc2)C(C(=O)OC)=C1C | -7% | -5% | . | -8%&-1% | -11%&-6% | -2% | 0% | 8%&-7% | 1% | 0% | 11%
COc1ccc(C(=O)N/C(=C\c2ccco2)C(=O)NCc2ccco2)cc1 | -1% | 17% | 12 | -2% | -7% | -2% | -10% | . | -3% | . | 1%
CCCNS(=O)(=O)c1ccc(OCC(=O)NCc2ccc3c(c2)OCO3)cc1 | -1% | 2% | -6 | 2% | ? | 5% | -13% | -18% | -1% | 9% | -5%
O=C(NCCCN1CCCC1=O)C(=O)Nc1cccc(F)c1 | 3.2µM* | . | 0 | . | . | 17µM* | ? | . | ? | . | -2%
Cc1cccc(NC(=O)C2CC(=O)n3ncnc3N2)c1 (stereo unspecified) | 9% | -7% | -3 | -10% | 1% | 5% | -2% | . | -4% | -3% | -3%
COc1ccccc1N(CC(=O)N/N=C/c1c(O)ccc2ccccc12)S(C)(=O)=O | -30% | 31%[activator] | -12 | ? | 13µM* | -3% | -16% | ? | -12% | 7% | -1%
Cc1ccc(S(=O)(=O)N(C)c2nc3ccccc3n3c(C(C)C)nnc23)cc1 | -2% | 23% | 3 | 2% | -1% | 1% | -7% | . | -2% | . | 2%
O=[N+]([O-])c1ccc(-c2csc(N3CCCCCC3)n2)cc1 | ? | 20% | -1 | -20% | ? | 12µM* | ? | ? | ? | 1% | 2%
CCOc1ccc(C(=O)NCc2ccccn2)cc1 | 8% | -6% | -22 | 7% | 31% | ? | ? | -7% | 15% | -17% | 2%
Cn1c(CN2CCCC2)nc2cc(NC(=O)C3CCCCC3)ccc21 | 4% | 12% | 3 | -3% | 4% | 5% | -3% | -1% | -36%[inhibitor] | 3% | -3%
O=C(CN1CCCCCCC1)N/N=C/c1ccc(F)cc1F | -2% | -5% | -27 | 6% | -2% | -1% | 3% | -5% | -2% | -5% | 0%
CCc1ccc(NC(=O)CN(C)S(=O)(=O)c2ccc3[nH]c(=O)oc3c2)cc1 | -6% | -3% | 5 | -1% | 1% | ? | 10% | . | 1% | . | 0%
O=C(Nc1ccc(S(=O)(=O)N2CCCCC2)cc1)C1CCCN(C(=O)c2ccc(Cl)cc2)C1 (stereo unspecified) | -20% | -3% | -39 | -23% | -29% | -1% | ? | -5% | -4% | 6% | 1%
NC(N)=N/N=C/c1ccc2cccc(OCc3ccccc3)c2n1 | -7% | 10% | 1 | -21% | -26% | ? | 0% | . | 6% | 1% | -6%
C=CCn1c(C)cc(C(=O)Cn2c(C(C)O)nc3ccccc32)c1C (stereo unspecified) | 0% | 2% | 17 | ? | 43% | -11% | ? | ? | -2% | -2% | 1%
c1ccc(-n2c3ccccc3c3ccccc32)cc1 | -6% | 2% | -12 | 4% | 22% | -8% | 0% | . | -5% | -2% | -5%
CCCCNc1nc2ccccc2[nH]1 | -10% | -6% | . | 6% | 27% | -17% | 23% | . | 2% | -1% | -1%
CCC(C)(C(=O)Nc1c(C)cccc1C)N(C)C(=O)c1ccc2ccccc2n1 (stereo unspecified) | -5% | 2% | -1 | -1% | 27% | 0% | 9% | . | -1% | 0% | 5%
CC(=O)OC1=C(C#N)Cn2ccc3cccc1c32 | 8% | ? | . | -2% | 16% | -12% | 0% | -7% | 0% | 3% | -1%
CCOC(=O)N1CCN(C(=O)c2ccc(N(C)S(C)(=O)=O)cc2)CC1 | -9% | 7% | -33 | 8% | 18% | -1% | -5% | 21% | -4% | 10% | -1%
C=COC(=O)CSc1nc(-c2cccs2)ccc1C#N | 19% | 45%[activator] | 4 | 11% | -10% | ? | ? | ? | 13% | 9% | 2%
CCOC(=O)c1ccc(N2C=C(C(=O)OC)C(c3ccc(OC)c(O)c3)C(C(=O)OC)=C2)cc1 | 1% | 26% | -5 | -11% | 12% | 17µM* | ? | -2% | 1% | . | -4%
CCc1nnc2n1N=C(c1ccc(-c3cc(Cl)ccc3Cl)o1)CS2 | -16% | -3% | -7 | -23% | ? | 0% | -10% | -10%[11.7 µM] | -4% | -1% | -1%
Cc1[nH]c(-c2ccc(F)cc2)cc1C(=O)N1CCN(c2ccccc2F)CC1 | 2% | -3% | -31 | -5% | 26% | 2% | ? | -4% | 11% | . | -29%
COC(=O)c1cc(NC(=S)Nc2cc(Cl)cc(Cl)c2)cc(C(=O)OC)c1 | -10% | -1% | 21 | -14% | -38% | -14% | ? | ? | -2% | -6% | -17%
Cn1c(O)c(C=Nc2ccc(Cc3ccncc3)cc2)c(=O)n(C)c1=O | -3% | -1% | . | -8% | 15% | 8% | ? | -3% | 2% | 2% | -5%
c1ccc2sc(Cc3nnc4n3CCCCC4)nc2c1 | 19% | 1% | 1 | -1% | 12% | ? | 14% | -11% | 9% | -3% | 5%
COc1ccccc1NC(=O)C1C2C=CC(C2)C1C(=O)NCc1cccnc1 (stereo unspecified) | -4% | -1% | 13 | 4% | -17% | -2% | -16% | 0% | 5% | 0%[11.5 µM] | -1%
Cc1cnc(NC(=O)C2CCC(C(C)(C)C)CC2)s1 (stereo unspecified) | ? | -4% | 12 | ? | ? | 19µM* | ? | 2% | 28% | 4% | -9%
Oc1ccc(N=Nc2n[nH]c(-c3ccc(Cl)cc3)n2)cc1 | 1% | ? | 3 | -3% | -40% | 12µM* | ? | ? | 5% | -4% | 2%
O=S(=O)(NCC(c1ccco1)N1CCCCC1)c1ccccc1C(F)(F)F (stereo unspecified) | -7% | . | 7 | . | . | -1% | -5% | . | -2% | . | -1%
CCC(=O)N1c2ccccc2-c2nnc(SC)nc2OC1c1ccc(OC)c(OC)c1 (stereo unspecified) | 6% | ? | 3 | 0% | -27% | 1% | -6% | 14%[11.7 µM] | 2% | -3% | -1%
O=C(O)Cc1sc(NCCc2ccccc2)nc1-c1ccc(F)cc1 | 0% | 5% | 3 | -12% | 1% | 3% | 5% | 10% | -5% | -6% | -5%
O=C(O)c1ccc(/C=N/Nc2nnnn2-c2ccccc2)cc1 | -1% | 17% | 0 | ? | -15% | 0% | 6% | -2% | 1% | -3% | -4%
O=C(Cn1cc(C(F)(F)F)cc(Cl)c1=O)NCC1COc2ccccc2O1 (stereo unspecified) | -2% | . | 5 | . | . | 2% | 2% | . | -1% | . | -3%
Cc1ccc(-n2nc3ccc(NC(=O)C(C)C)cc3n2)cc1 | 0.35µM* | 24% | -19 | ? | -39% | 0.95µM* | ? | ? | 0.35µM* | -5% | 22%
CCOC(=O)c1cn2nc(Oc3ccc(C)cc3)ccc2n1 | ? | -1% | -8 | 7% | 4% | ? | ? | . | 10% | -1% | -3%
C=CCn1c(SCC(=O)NC(=O)c2cccc([N+](=O)[O-])c2)nnc1-c1ccccc1F | 0% | ? | -2 | -14% | 1% | -1% | -2% | 0% | 0% | 0% | -3%
Cc1ccc(NC(=O)Cn2c(=O)cnc3ccccc32)cc1S(=O)(=O)N1CCOCC1 | -6% | . | 12 | . | . | -3% | -3% | . | 1% | . | 1%
COc1ccc(CC(=O)O/N=C(\N)c2ccc(OC)cc2)cc1 | 24% | -1% | -4 | -5% | 15% | ? | ? | . | 10% | 11% | 7%
COc1cc(CC(=O)Nc2sc3c(c2C(N)=O)CCCC3)cc(OC)c1OC | -17% | -2% | -6 | -7% | 19% | 2% | ? | 0% | -8% | -1% | -3%
CN(Cc1cccs1)CC(O)COCc1ccco1 (stereo unspecified) | -3% | -5% | -1 | 25% | ? | -1% | ? | -20% | -3% | 3% | -2%
